GLP1R cytotox – qHTS of GLP-1 Receptor Inverse Agonists: Cytotox Screen; HEK293 cAMP-luciferase reporter cells, luminescence, 24 h; Potency, µM (doses to about 38.3 µM), for the others: at the highest dose activity change, negative = inhibition, most hits filed as inhibitors; 0.13% of 410,000 active;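 note: loss of luciferase light is scored as toxicity; potency is the fitted concentration of half-maximal effect; % is set by controls: 0 for no effect and ±100 for the full control effect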
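To flag toxic compounds, the library was rerun on cells for 24 hr at 37 deg C and 5% CO2. Viability-linked luminescence was captured 12 min after adding luciferase detection reagent.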
PTHR1 agonist – qHTS for PTHR1 Agonists: Primary Screen; Parathyroid hormone/parathyroid hormone-related peptide receptor (Homo sapiens), Q03431; HEK293 GP2 PTHR1 cells, GloSensor cAMP luminescence, 1 h; Potency, µM (doses to about 115 µM), for the others: top-dose activation, usual class: activators; 0.075% of 410,000 active; AID 743266, 2014; note: potency is the fitted concentration of half-maximal effect; nearly all actives have a fitted effect of over 55% in size; some results filed as inactive show a strong effect at the top dose; inactives centre near -15; many of its hits are not listed in these tables
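HEK-293-derived GP2 cells expressing PTHR1 and a GloSensor cAMP reporter, 3,000/well, plated overnight, given luciferin plus IBMX (each 0.5 mM as added) for 1 h at 37 °C, then compound for 1 h at 37 °C. Luminescence was read after 15 min at room temperature.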
EPAC1 agonist – qHTS for Agonist of cAMP-regulated guanine nucleotide exchange factor 3 (EPAC1): primary screen; AID 720707, 2013; EPAC1 agonist qHTS, biochemical assay; response scale: 100% = response to 6.5 mM cAMP; 0.073% of 360,000 active; Potency, µM (doses to about 154 µM), without a hit: at the top dose activation, hits mostly activators; note: potency is the fitted concentration of half-maximal effect; nearly all actives have a fitted effect of over 60% in size
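Nucleotide exchange assay: 100 nM EPAC1 with 250 nM Rap1B loaded with BODIPY-GDP and 50 uM GDP, room temperature. Fluorescence (480/540 nm) read every 5 min for 30 min; signal change normalized to 6.5 mM cAMP as full agonist.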
GLP1R inv ag – qHTS of GLP-1 Receptor Inverse Agonists (Inhibition Mode); Potency, µM (top dose mostly 38.3 µM), without a hit: at the highest dose activity change, negative = inhibition, usual class: inhibitors; HEK293 GLP-1R CRE-luciferase, luminescence, 24 h; GLP-1R form is constitutively active; 1.6% of 410,000 active; AID 624417, 2012; note: potency is the fitted concentration of half-maximal effect; % is set by controls: 0 for no effect and ±100 for the full control effect; nearly all actives have a fitted effect of over 55% in size
Target sequence (P43220 whole entry, looked up): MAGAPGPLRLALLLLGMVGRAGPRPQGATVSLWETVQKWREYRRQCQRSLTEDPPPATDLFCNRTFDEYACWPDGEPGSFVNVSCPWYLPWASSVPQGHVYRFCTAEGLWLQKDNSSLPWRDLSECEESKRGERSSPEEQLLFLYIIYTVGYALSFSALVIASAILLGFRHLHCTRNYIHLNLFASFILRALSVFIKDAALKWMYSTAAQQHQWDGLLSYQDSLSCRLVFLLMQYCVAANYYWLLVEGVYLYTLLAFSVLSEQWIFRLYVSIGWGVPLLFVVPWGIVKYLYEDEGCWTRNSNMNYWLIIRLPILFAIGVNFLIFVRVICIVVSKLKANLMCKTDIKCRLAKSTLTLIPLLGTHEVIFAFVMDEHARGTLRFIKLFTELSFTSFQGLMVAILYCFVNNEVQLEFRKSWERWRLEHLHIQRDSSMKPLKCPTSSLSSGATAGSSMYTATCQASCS
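qHTS in 1536-well format: reporter HEK293 cells expressing constitutive GLP-1R activity in DMEM + 10% Nu serum, 24 hr with compounds at 37 deg C, luminescence read after 12 min with detection reagent.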
GLP-1R agonist – qHTS of GLP-1 Receptor Agonists. HEK293 GLP-1R CRE-luciferase, luminescence, 4-6 h; cells express a hypersensitive GLP-1R form. Potency, µM (titrated, usually from 45.6 µM), for inactives: at the top dose activation, most hits filed as activators. Glucagon-like peptide 1 receptor (Homo sapiens), P43220. 0.007% of 380,000 active; note: potency is the fitted concentration of half-maximal effect; % of control where 0% means no effect
PI5P4K alpha inh – qHTS for Inhibitors of phosphatidylinositol 5-phosphate 4-kinase (PI5P4K). max response, %. Phosphatidylinositol 5-phosphate 4-kinase type-2 alpha (Homo sapiens), P48426. AID 652105, 2013. PI5P4Kalpha enzyme, ADP-Glo luminescence, 60 min; stronger effect = lower value. 1.2% of 330,000 active; active = max response of -50% or lower; inconclusive = between -30% and -50%; inactive = -30% or higher; note: value at the top dose of about 77 µM; % is set by controls: 0 for no effect and ±100 for the full control effect
Target sequence (P48426 whole entry, looked up): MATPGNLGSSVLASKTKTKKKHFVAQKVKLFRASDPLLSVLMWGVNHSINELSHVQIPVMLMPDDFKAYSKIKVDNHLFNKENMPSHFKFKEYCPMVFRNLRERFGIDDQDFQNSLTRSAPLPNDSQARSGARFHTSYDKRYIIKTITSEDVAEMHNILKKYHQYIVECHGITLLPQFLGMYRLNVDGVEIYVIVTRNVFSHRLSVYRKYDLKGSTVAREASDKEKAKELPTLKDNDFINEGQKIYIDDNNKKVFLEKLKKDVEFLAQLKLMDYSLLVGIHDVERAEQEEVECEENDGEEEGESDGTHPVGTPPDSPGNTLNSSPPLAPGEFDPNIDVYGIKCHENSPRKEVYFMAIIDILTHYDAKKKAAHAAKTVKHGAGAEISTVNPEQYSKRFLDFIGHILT
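qHTS, 1536-well: enzyme/substrate mix, compound by pin tool, 5 microM ATP final; RT 60 min; ADP-Glo reagents 1 (45 min) then 2 (30 min); luminescence.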
EPAC1 antagonist – qHTS for Antagonist of cAMP-regulated guanine nucleotide exchange factor 3 (EPAC1): primary screen. Rap guanine nucleotide exchange factor 3 (Homo sapiens), O95398. EPAC1 GEF assay, Rap1b-BODIPY-GDP exchange fluorescence. Potency, µM (titrated, usually from 115 µM), inactives show at the top dose activity change, negative = inhibition, actives largely listed as inhibitors. 0.14% of 360,000 active. AID 720709, 2013;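 note: potency is the fitted concentration of half-maximal effect; plate controls were vehicle for no effect and positive control for full effect; nearly all actives have a fitted effect of over 50% in size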
PLK1 PBD inh – qHTS for Inhibitors of PLK1-PDB (polo-like kinase 1 - polo-box domain): Primary Screen. Plk1 PBD binding of FITC phosphopeptide, fluorescence polarization. 2.8% of 360,000 active. Potency, µM, inactives show max response, negative = inhibition, actives largely listed as inhibitors. Serine/threonine-protein kinase PLK1 (Homo sapiens), P53350; note: potency is the fitted concentration of half-maximal effect; series mostly up to about 57 µM; % is set by controls: 0 for no effect and ±100 for the full control effect; nearly all actives have a fitted effect of over 65% in size
IL-2 act – qHTS of IL-2 Activators; 0.065% of 360,000 active; activation, % (series mostly up to about 46 µM); IL-2 activation reporter assay, cell-based qHTS; stimulated with anti-CD3/CD4/CD28 beads; in transgenic mouse T cells; in the data active = activation above about 50%; inconclusive = mostly about 30% to 49%; note: 0% is about no effect
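Quantitative HTS in unstimulated transgenic mouse T cells, with memory T cells as non-tolerant control and PMA/ionomycin as tolerance-bypass control. Compound pretreatment lasted 60 minutes before 18 h bead stimulation; EGFP/DsRed fluorescence read.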
An asterisk follows results filed as active; i = inactive; ? = inconclusive; . = no result given; [ ] = another dose, or the depositor's remark. Unless noted, calls come from the whole dose curve; as a rule, active = well fitted curve in the direction sought with a large enough effect; inconclusive = small, poorly fitted or top-dose-only effect, or another doubt; inactive = no such curve, though single readings can be large; an effect the other way counts as inactive or inconclusive.

SMILES	GLP1R cytotox	PTHR1 agonist	EPAC1 agonist	GLP1R inv ag	GLP-1R agonist	PI5P4K alpha inh	EPAC1 antagonist	PLK1 PBD inh	IL-2 act
O=C(CSc1ccccn1)N/N=C/c1cc([N+](=O)[O-])ccc1O	-20%	-14%	-5%	?	-6%	-20	15%	-4%	0.3
CCOC(=O)N1CCN(C(=O)CCS(=O)(=O)c2ccc3c(c2)CC(C)N3C(=O)CC)CC1 (stereo not drawn)	4%	-7%	-8%	45%[activator]	-3%	4	-3%	-5%	0.1
CCOC(=O)c1cnc2c(c(C3CC3)nn2C)c1N1CCOCC1	-10%	i	-6%	34%[activator]	1%	1	12%	2%	-5.8
COc1ccc(-c2csc(N(CCCN(C)C)C(=O)c3ccc(F)cc3)n2)cc1	?	-13%	-1%	?	-3%	1	-13%	-3%	-1.1
CC(=O)Oc1ccccc1C(=O)C=Cc1cccc([N+](=O)[O-])c1	?	-37%[inhibitor]	7%	?	-3%	4	4%	?	-3.1
O=C(Nc1c(-c2ccccc2)[nH][nH]c1=O)c1ccc(Br)cc1	1%	-6%	11%	1%	5%	-2	-17%	-23%	0.3
Cc1cc(OC(=O)c2ccccc2)n(CCC#N)n1	-10%	-25%	3%	0%	-8%	1	0%	?	0.2
COc1ccc(/C=C/C(=O)N2CCN(S(=O)(=O)/C=C/c3ccccc3)CC2)cc1OC	-4%	i	-16%	4%	-3%	1	-2%	2%	-0.6
O=C(CSC1=Nc2ccccc2C2=NC(c3ccccc3)C(=O)N12)NC1CCCCC1 (stereo not drawn)	8%	i	2%	0%	12%	.	7%	5%	-0.7
O=C(CSc1ncnc2scc(-c3ccccc3)c12)NC1CCS(=O)(=O)C1 (stereo not drawn)	3%	i	1%	85%[activator]	13%	1	-2%	-6%	-2.5
O=C(NNC(=O)c1cc2ccccc2o1)c1ccc(F)cc1	17%	-6%	-4%	20%	3%	-9	-24%	-17%	0.9
CCOc1ccc(CN(C)C(=O)CCc2ccc(S(=O)(=O)N3CCCCCC3)cc2)cc1	-1%	-90%[inhibitor]	5%	?	7%	5	-8%	-11%	-0.6
CC1CC(C)CN(C(=O)COC(=O)c2ccc([N+](=O)[O-])o2)C1 (stereo not drawn)	2%	i	11%	1%	11%	2	-10%	-7%	2.1
COc1cc2nc(-c3ccc(Br)o3)oc(=O)c2cc1OC	19%	i	-7%	0%	1%	-4	1%	-4%	0.0
Cc1c(C(=O)NCc2ccco2)cccc1[N+](=O)[O-]	12%	i	-1%	55%[activator]	3%	5	-2%	-4%	-0.5
COC(=O)c1ccc(CN(C(C)=O)c2ccccc2)o1	24%	1%	-3%	4%	2%	0	-2%	27µM*	-0.6
CC(C)CNC(=O)c1ccccc1NC(=O)c1ccccc1N(C)S(=O)(=O)c1ccccc1	-18%	i	0%	?	-4%	0	-6%	0%	-1.9
Cc1cc(C)c(S(=O)(=O)N2CCCC2=O)cc1N(C)S(C)(=O)=O	4%	23%	-7%	8%	-5%	5	11%	-4%	0.4
COc1ccc(CNCc2c(F)cccc2F)cc1OC	8%	i	7%	-26%	0%	1	15%	-20%	1.0
C=CCn1c(SCC(=O)NC(=O)c2cccc([N+](=O)[O-])c2)nnc1-c1ccccc1F	1%	-15%	5%	13%	-7%	-6	-12%	-16%	0.9
CCOC(=O)C1=C(C)Nc2ncnn2C1c1cc(OC)ccc1OC (stereo not drawn)	19%	i	0%	19%	-2%	.	3%	-14%	-0.9
CCOC(=O)c1cccc(NC(=O)Cn2cnc3c2c(=O)n(C)c(=O)n3C)c1	2%	-14%[57.5 µM]	-1%	0%	-1%	-1	17%	-1%	-0.6
CC(C)c1ccccc1N=C1SCCN1C1CCS(=O)(=O)C1 (stereo not drawn)	2%	i	0%	?	2%	9	14%	?	0.8
O=C(NC1CCCC1)c1ccc(COCC(F)(F)F)o1	5%	i	10%	-10%	-1%	.	6%	-10%	-1.3
COC(=O)[C@@H]1CCCN1C(=O)CCc1nnc(C2CCCCC2)o1	0%	-30%[inhibitor]	2%	7%	8%	2	-1%	-12%	-0.7
Cc1ccc(CCNC(=O)c2c(C)nn(-c3ccc(F)cc3)c2-n2cccc2)cc1	-23%	-2%	.	6.3µM*	25%	.	.	.	.
O=C(Nc1cccc(F)c1)NC1(C(=O)N2CCN3CCCC3C2)CCCCC1 (stereo not drawn)	73%[activator]	-4%[57.5 µM]	-3%	0%	8%	2	-6%	1%	-0.2
Cc1csc(NC(=O)c2ccc3nc[nH]c3c2)n1	7%	-12%	2%	-24%	7%	-29	-3%	-5%	0.8
C/C(NC(=O)c1cccs1)=C1\C(=O)C[C@@H]2[C@H]1C2(C)C	2%	-10%[57.5 µM]	8%	-51%	?	21	-7%	1%	0.7
CCCCc1cn([C@@H](CCCCN)C(=O)N2CCNCC2)nn1	3%	i	6%	2%	-3%	3	0%	21µM*	0.2
Cc1ccc(NC(=O)C(=O)NCCCN2CCOCC2)c(C)c1	-2%	-4%	-9%	-9%	1%	-6	1%	-3%	0.3
Cc1ccc(S(=O)(=O)CCC(=O)OCC(=O)NCc2ccc(F)cc2)cc1	8%	-20%	-5%	10%	2%	-3	-1%	-1%	-0.9
Cc1nc(NC(=O)CCl)sc1C(=O)N(C)C	-3%	-9%	5%	-19%	-6%	0	-8%	-11%	-2.2
CN(C)C(CNC(=O)C1CC(=O)N(Cc2ccccc2)C1)c1ccccc1 (stereo not drawn)	-5%	i	-30%	6%	12%	-3	2%	-5%	0.8
COc1cccc(C(C)NC(=O)c2ccncc2)c1 (stereo not drawn)	0%	i	-13%	10%	1%	10	-3%	-6%	3.0
Cc1cc(C)c2oc(-c3cccc(NC(=O)c4cccc(F)c4)c3C)nc2c1	-8%	-12%	.	19%	9%	.	.	.	.
CC(C)NC(=O)N(C)C[C@@H]1OCc2cnnn2CCCC(=O)N([C@@H](C)CO)C[C@H]1C	9%	-15%	-6%	8%	-5%	-1	4%	0%	1.6
Cc1ccc(/C=N/NC(=O)c2nc3nc(C)cc(C)n3n2)cc1	22%	-20%	-4%	12%	-5%	12	-22%	-12%	0.6
CCOc1ccc(C2C(C(=O)c3ccco3)=C(O)C(=O)N2CCCn2ccnc2)cc1 (stereo not drawn)	-9%	i	-7%	0%	-1%	-3	10%	-2%	-2.3
CCN1CCN(CC(=O)c2cc(OC)c(OC)c(OC)c2)CC1	-3%	-7%	-6%	20%	7%	-9	24%	-4%	-1.5
Cc1nnc(SCC(=O)Nc2ccc3[nH]c(=O)[nH]c3c2)s1	-1%	i	12%	9%	-1%	-6	-1%	1%	0.3
O=[n+]1c2c(n([O-])c3ccccc31)CCCC2	-1%	8%[57.5 µM]	8%	0%	-19%	.	2%	-18%	-1.0
CC1CCCCN1C(=O)c1ccc(CS(=O)(=O)Cc2ccccc2)cc1 (stereo not drawn)	5%	-16%	1%	-8%	-12%	14	0%	-5%	-1.9

Structural class, those above with a furan ring, fused or not.
SMILES	GLP1R cytotox	PTHR1 agonist	EPAC1 agonist	GLP1R inv ag	GLP-1R agonist	PI5P4K alpha inh	EPAC1 antagonist	PLK1 PBD inh	IL-2 act
O=C(NNC(=O)c1cc2ccccc2o1)c1ccc(F)cc1	17%	-6%	-4%	20%	3%	-9	-24%	-17%	0.9
CC1CC(C)CN(C(=O)COC(=O)c2ccc([N+](=O)[O-])o2)C1 (stereo not drawn)	2%	i	11%	1%	11%	2	-10%	-7%	2.1
COc1cc2nc(-c3ccc(Br)o3)oc(=O)c2cc1OC	19%	i	-7%	0%	1%	-4	1%	-4%	0.0
Cc1c(C(=O)NCc2ccco2)cccc1[N+](=O)[O-]	12%	i	-1%	55%[activator]	3%	5	-2%	-4%	-0.5
COC(=O)c1ccc(CN(C(C)=O)c2ccccc2)o1	24%	1%	-3%	4%	2%	0	-2%	27µM*	-0.6
O=C(NC1CCCC1)c1ccc(COCC(F)(F)F)o1	5%	i	10%	-10%	-1%	.	6%	-10%	-1.3
CCOc1ccc(C2C(C(=O)c3ccco3)=C(O)C(=O)N2CCCn2ccnc2)cc1 (stereo not drawn)	-9%	i	-7%	0%	-1%	-3	10%	-2%	-2.3

By substructure: those above with bromine.
SMILES	GLP1R cytotox	PTHR1 agonist	EPAC1 agonist	GLP1R inv ag	GLP-1R agonist	PI5P4K alpha inh	EPAC1 antagonist	PLK1 PBD inh	IL-2 act
O=C(Nc1c(-c2ccccc2)[nH][nH]c1=O)c1ccc(Br)cc1	1%	-6%	11%	1%	5%	-2	-17%	-23%	0.3
COc1cc2nc(-c3ccc(Br)o3)oc(=O)c2cc1OC	19%	i	-7%	0%	1%	-4	1%	-4%	0.0

Screens: PubChem BioAssay, National Center for Advancing Translational Sciences (NCATS)

This is a subset; rates above refer to the full screens.
